NCI-60 one-dose screen, 48 h, at 10 µM unless noted. Numbers give growth in % (100 = growth as untreated, 0 = no growth, -100 = all killed).
HCT-116: HCT-116 colon cancer. actives 7.3% (n = 82,000)
KM12: KM12 colon cancer cells; actives 5% (n = 82,000); AID 1794800
HCT-15: HCT-15 colon cancer; actives 5.2% (n = 82,000)
HCC-2998: HCC-2998 colon cancer; actives 4.7% (n = 79,000); AID 1794799
SNB-75: SNB-75 CNS cancer. AID 1794750. actives 5% (n = 79,000)
HT29: HT29 colon cancer. actives 7.4% (n = 81,000)
SW-620: SW-620 colon cancer. actives 5.2% (n = 82,000)
COLO 205: COLO 205 colon cancer; actives 7.3% (n = 79,000)
NCI-H322M: NCI-H322M lung cancer; AID 1794733; actives 2.7% (n = 80,000)
* hit, by the source's call; . = not tested or not shown; & = joins results of further samples; ! = repeats disagree. Rule for the calls: active = growth percent below 10; inactive = the rest.

Every second line gives: HCC-2998	SW-620	HT29	KM12	NCI-H322M	COLO 205	SNB-75	HCT-116	HCT-15
c1cc[n+](Cc2c3ccccc3cc3c2ccc2ccccc23)cc1
→ 42.8	57.4	25.6	35.9	53.9	2.1*	29.6	58.1	91.5
CN1CCN(c2ccc(NC(=O)c3cncnc3Nc3ccc(OCc4ccccn4)c(Cl)c3)cc2)CC1
→ 67.4	4.1*	-14.8*	49.3	62.2	-3.5*	59.8	-48.0*	-44.4*
COc1ccc(-c2cn3ccnc3c(-c3ccc4c(c3)ncn4C3CCCCC3)n2)cc1
→ 107.2	104.6	103.1	97.7	102.9	100.2	84.1	81.4	88.1
CCCCOB(OCCCC)c1ccc(B(OCCCC)OCCCC)cc1
→ 104.5	94.8	110.0	109.5	106.5	99.4	67.8	102.6	103.3
CCC/C(=C\c1ccc(OCOC)c(OCOC)c1)C(=O)NC(Cc1ccccc1)C(O)C(=O)NCc1ccccc1 (configuration not stated)
→ 102.1	104.4	105.1	104.3	99.0	117.2	109.8	95.8	72.1
O=C(O)CCC/C=C\C[C@H]1C=CC(=O)/C1=C/C[C@@H](O)CCc1cccc(C(F)(F)F)c1
→ -84.4*	-35.8*	-8.9*	-47.0*	11.3	-38.1*	72.8	-66.4*	-55.8*
N#Cc1c(NC(=O)c2ccco2)[n+]([O-])c2cc(C(F)(F)F)ccc2[n+]1[O-]
→ 91.2	133.1	104.7	102.1	108.8	114.3	95.5	101.9	102.6
O=C(Cn1cc(CN2C(=O)c3ccccc3S2(=O)=O)nn1)N1CCN(c2ccccc2)CC1
→ 102.7	96.9	98.3	104.8	102.9	104.1	101.6	95.7	98.3
C=CCNc1nc(O)c(/C=C2\C=Nc3ncccc32)s1
→ 44.6	7.4*	26.4	7.9*	10.2	-20.1*	-67.3*	6.3*	24.7
CN1CCN(/N=C/c2cn(-c3ccc(C(=O)O)cc3)nc2-c2ccccc2)CC1
→ 97.2	85.7	100.6	100.8	107.8	102.8	74.2	97.7	99.1

Next section, overlapping the part above by 2 compounds.
Every second line gives: HCC-2998	SW-620	HT29	KM12	NCI-H322M	COLO 205	SNB-75	HCT-116	HCT-15
C=CCNc1nc(O)c(/C=C2\C=Nc3ncccc32)s1
→ 44.6	7.4*	26.4	7.9*	10.2	-20.1*	-67.3*	6.3*	24.7
CN1CCN(/N=C/c2cn(-c3ccc(C(=O)O)cc3)nc2-c2ccccc2)CC1
→ 97.2	85.7	100.6	100.8	107.8	102.8	74.2	97.7	99.1
CC1=CC(=O)C(C(C)=Nc2cccc(Cl)c2)C(=O)O1 (configuration not stated)
→ 118.7	105.2	108.1	99.2	90.8	95.7	105.3	106.7	102.1
COc1ccc(-c2cc(/C=C3\C(=O)Nc4cc(Cl)ccc43)[nH]n2)cc1
→ 56.7	19.9	1.1*	19.2	81.9	19.4	-27.5*	26.2	28.6
CC(=O)Nc1cccc(O)c1
→ 108.2	103.9	98.9	110.2	122.9	117.9	93.8	111.5	103.7
N#Cc1ncc(-c2ccc(C(F)(F)F)cc2)c(NC2CCCCCC2)n1
→ 73.2	19.9	19.1	22.3	78.2	7.2*	49.7	15.6	57.1
O=C(Nc1cncnc1Oc1cccc(C(F)(F)F)c1)c1ccccc1
→ 102.6	99.7	110.0	105.9	114.9	109.8	95.7	100.1	103.8
COc1cccc(C(=O)O)c1OC
→ 98.6	100.2	96.8	100.5	95.6	101.0	90.8	102.8	101.1
C=CCn1c(SCC(=O)Nc2ccc(Cl)cc2)nnc1-c1cc(-c2ccc(S(C)(=O)=O)cc2)nc2ccccc12
→ 72.2	78.4	63.8	62.6	64.8	60.3	54.0	46.3	45.1
CC1=C(C)C(=O)C(Nc2ccccc2)=C(Cl)C1=O
→ .	96.5	99.1	78.3	99.3	107.1	65.4	79.1	94.2
O=C(Nc1nc(-c2ccc(F)cc2)cc(-c2ccc(Cl)cc2)n1)c1ccncc1
→ 102.2	88.5	87.0	87.4	90.3	98.9	.	84.4	91.9
CC(C)(C)OC(=O)N1C/C(=C\c2ccccc2)C(=O)/C(=C/c2ccccc2)C1
→ 102.5	93.7	94.1	108.0	92.6	.	74.9	80.7	96.5
COc1ccc(N2C(=O)c3ccccc3[C@@H](C(=O)Nc3cccc(C)n3)[C@@H]2c2ccccc2)cc1
→ 104.1	95.2	89.9	88.6	88.5	97.8	93.7	78.3	100.4
CC1=CC(=C(c2ccc(N)cc2)c2ccc(N)cc2)C=CC1=N
→ 48.1&21.1	39.1&17.2	6.7*!	9.5*	38.5&26.3	-56.6*	-2.0*!	11.5&14.0	73.4&53.9
CCOC(=O)c1csc2ncc(-c3ccc(Br)cc3)n12
→ 102.6	100.3	98.1	96.5	92.5	102.5	100.9	87.8	104.2
COc1ccc(/C=N/Nc2ccnc3c(OC)cccc23)c2cccnc12
→ 96.6	109.0	70.2	83.0	105.7	114.3	99.6	96.0	87.8
CC(C)(N)c1cn(-c2cccc(Cl)c2)nn1
→ 102.2	108.9	100.9	100.6	97.3	118.9	82.5	102.9	105.2
COc1cc2oc(-c3cccc(NC(=O)c4ccccc4Br)c3)cc(=O)c2c(OC)c1OC
→ 86.4	95.6	75.3	69.8	89.2	91.2	78.2	66.5	57.7
N#C/C(=C/c1ccc(Cl)cc1)c1[nH]n2cc(-c3ccccc3)nc2c1C#N
→ 110.4	102.2	112.9	98.2	97.5	101.3	89.0	103.9	108.1
C=C(C)c1ccc(C(=C)C)cc1
→ 105.6	105.7	104.0	114.0	105.5	123.9	107.0	106.3	106.2
CCCCCCCCn1ccc2cc(NC(=O)CN3CCN(c4cc(C)nc(N5CCOCC5)n4)CC3)ccc21
→ 127.1	95.5	44.9	92.8	105.3	92.8	118.2	69.8	72.1
CCCSc1nc(-c2ccc(F)cc2)cc(-c2ccco2)n1
→ 109.7	107.9	.	107.7	98.5	118.6	107.8	99.7	106.4
N#Cc1c(N)c(C(=O)c2ccc3c(c2)OCCO3)n2c1CCCC2
→ 59.6	19.3	5.4*	24.1	25.3	14.9	-1.3*	18.6	20.9
Cc1nn(-c2ccccc2)c(Oc2ccccc2)c1-c1nc2ccccc2[nH]1
→ 119.3	97.8	98.7	90.6	87.4	114.7	85.7	80.9	93.4
CCCn1nc(C(=O)N(C)Cc2ccccc2)c2c1CCC(N1CCc3ccccc31)C2 (configuration not stated)
→ 115.6	104.3	102.3	105.5	101.4	117.2	100.3	77.8	96.3
CC(C)(C)C(Br)C(=O)Nc1ccccc1 (configuration not stated)
→ 111.2	104.5	101.4	109.8	110.1	112.3	94.6	103.3	101.2
CCOc1ccc2cc(-c3nn(CC4CCNCC4)c4ncnc(N)c34)ccc2n1
→ 93.4&97.5	86.0&94.7	53.1&76.3	74.4&95.8	90.5&96.7	61.4&94.5	21.0&44.2	46.0&85.4	86.1&88.2
O=C1c2ccccc2C(=O)c2cc(Cn3c[n+](Cc4ccc5c(c4)C(=O)c4ccccc4C5=O)c4ccccc43)ccc21
→ 99.2	92.2	91.9	88.1	87.6	104.0	96.6	89.0	97.8
CCOC(=S)SCC(=O)NC(=O)c1ccccc1
→ 96.1	95.0	99.4	97.4	102.8	123.8	91.1	88.8	90.8
c1ccc(CSc2nnc3c4c5c(sc4nc(-c4cccc6ccccc46)n23)CCCCCC5)cc1
→ 110.1	113.6	106.3	113.9	116.6	111.6	91.7	109.2	98.8
O=C(O)c1ccc(-c2cnc3nonc3n2)cc1
→ 100.9	102.8	102.5	98.3	88.2	98.7	85.8	103.2	108.8
O=C1CC2(CCCc3sccc32)C(=O)N1 (configuration not stated)
→ 101.8	120.9	91.3	111.1	92.8	100.4	91.9	94.8	95.6

Record cards, from the list above. Screens in order: HCC-2998, SW-620, HT29, KM12, NCI-H322M, COLO 205, SNB-75, HCT-116, HCT-15
COc1ccc(-c2cn3ccnc3c(-c3ccc4c(c3)ncn4C3CCCCC3)n2)cc1 across the screens: 107.2, 104.6, 103.1, 97.7, 102.9, 100.2, 84.1, 81.4, 88.1
N#Cc1c(N)c(C(=O)c2ccc3c(c2)OCCO3)n2c1CCCC2 across the screens: 59.6, 19.3, 5.4*, 24.1, 25.3, 14.9, -1.3*, 18.6, 20.9

(listing goes on)
Every second line gives: HCC-2998	SW-620	HT29	KM12	NCI-H322M	COLO 205	SNB-75	HCT-116	HCT-15
NS(=O)(=O)N1CCCCC1
→ 109.8	108.0	106.5	109.9	97.7	119.4	95.1	111.0	100.8
CCOC(=O)C(C(=O)OCC)C(=O)c1cccc2c1ccc1ccccc12
→ 100.8	93.1	125.8	109.8	117.6	121.5	101.3	108.6	99.6
CC(=O)OCC(=O)[C@@]1(O)CC[C@H]2[C@@H]3CC(=C(Br)Br)C4=CC(=O)CC[C@]4(C)[C@H]3C(=O)C[C@@]21C
→ 95.8	95.3	92.1	93.6	88.5	99.5	81.2	68.3	94.4
OCC(O)CNc1oc(-c2ccccc2)nc1[P+](c1ccccc1)(c1ccccc1)c1ccccc1 (configuration not stated)
→ 106.0	99.9	97.1	98.3	100.5	94.9	92.6	106.1	101.3
O=C1CCC(Nc2cccc3ccccc23)N1 (configuration not stated)
→ 97.5	94.5	99.0	95.2	105.7	111.6	102.8	104.5	103.5
CCc1cc(Cc2cc(CC)cc(C(C)(C)C)c2O)c(O)c(C(C)(C)C)c1
→ 4.7*	23.3	23.3	19.4	50.0	.	42.1	7.0*	13.8
Nc1ccc(C2NC=CN2)cc1
→ 101.2	102.1	102.2	107.0	111.1	114.2	89.7	111.0	113.0
O=[N+]([O-])c1ccc2[nH]c(=S)[nH]c2c1
→ 105.2	100.9	100.9	98.4	112.8	105.4	78.6	97.6	113.0
CC(C)=C[C@@H]1CC2Cc3ccc(Cl)c(C)c3N1O2 (some centres not stated)
→ 95.6	102.8	.	108.9	98.4	113.3	80.8	91.2	102.7
CCc1cccc(CC)c1OCCN(C)C
→ 96.5	105.7	95.4	103.2	91.4	.	94.0	111.8	110.5
Clc1ccc(-c2nc(CSc3ccccn3)cs2)cc1
→ 109.2	109.3	103.9	101.9	100.4	116.9	102.2	100.2	69.6
COc1nc2ccccc2nc1NN
→ 98.8	101.7	108.6	105.0	102.2	109.9	73.4	104.0	102.8
O=C1COCCN1c1ccc(Nc2nc(Cl)nc(OCCCl)n2)cc1
→ 84.7	108.3	77.4	95.5	94.5	113.8	104.2	94.0	76.2
CCCCCC(=O)NCc1ccccc1
→ 90.6	101.8	98.6	101.2	124.0	115.3	77.8	103.9	101.0
C#CCSc1nnc(-c2c(C)nc3ccc(Cl)cn23)o1
→ 101.5	106.5	101.4	99.6	89.8	114.3	89.4	91.4	105.3
CCN(CC)CCNC(=O)c1nc2cc(OC)c(OC)cc2c(=O)n1N
→ 98.9	99.3	106.3	96.4	94.4	98.8	77.1	100.5	95.4
CC1(C)OC2=C(CC1S(=O)(=O)O)C(=O)C(=O)c1ccccc12 (configuration not stated)
→ .	109.4	100.7	111.0	123.0	104.8	75.1	111.7	110.8
COc1ccc(CC(C)=C(c2ccc(O)cc2)c2ccc(O)cc2)cc1
→ 100.8	98.8	109.2	98.1	106.4	102.9	90.6	95.7	100.6
O=c1cc(Cn2cc(CSc3nc4ccccc4o3)nn2)c2ccccc2o1
→ 108.6	104.4	108.6	118.5	102.7	115.1	105.6	112.4	104.7
Clc1cccc(Cl)c1/C=C/c1cc(/C=C/c2ccc(Br)cc2)c2ccccc2n1
→ 118.3	.	105.2	102.1	89.7	117.0	95.9	95.8	101.1

Looked up by compound from above (two):
Every second line gives: HCC-2998	SW-620	HT29	KM12	NCI-H322M	COLO 205	SNB-75	HCT-116	HCT-15
CCN(CC)CCNC(=O)c1nc2cc(OC)c(OC)cc2c(=O)n1N
→ 98.9	99.3	106.3	96.4	94.4	98.8	77.1	100.5	95.4
O=c1cc(Cn2cc(CSc3nc4ccccc4o3)nn2)c2ccccc2o1
→ 108.6	104.4	108.6	118.5	102.7	115.1	105.6	112.4	104.7

Next part
Every second line gives: HCC-2998	SW-620	HT29	KM12	NCI-H322M	COLO 205	SNB-75	HCT-116	HCT-15
Oc1cccc(-c2nc(N3CCOCC3)c3c4c(sc3n2)CCCC4)c1
→ 81.9	63.3	94.7	62.6	56.0	103.4	7.1*	66.5	49.1
COc1ccc(C(=O)/C=C/c2ccc3c(c2)OCO3)cc1S(=O)(=O)Nc1c(N)nc(SC)[nH]c1=O
→ 98.9	96.7	89.0	102.1	84.9	105.9	108.4	18.4	111.7
C=C1C(=O)O[C@H]2[C@H]1CC/C(C(=O)N[C@H]1C[C@H](O[C@H]3C[C@](O)(C(=O)CO)Cc4c(O)c5c(c(O)c43)C(=O)c3c(OC)cccc3C5=O)O[C@@H](C)[C@H]1O)=C\CC[C@@]1(C)O[C@@H]21
→ 99.5	68.7	80.2	80.3	86.0	76.4	65.9	73.3	95.2
O=C(Cn1cc[n+](CC(=O)c2ccc(F)cc2)c1)Nc1cccc2cccnc12
→ 88.7	97.6	97.7	99.8	99.5	103.4	82.7	95.8	102.3
CCC#CC[C@H](O)C/C=C1/C(=O)C=C[C@@H]1C/C=C\CCCC(=O)OC
→ .	-12.5*	-80.2*	-49.0*	48.1	-23.0*	43.5	-49.7*	3.3*
CCCCCCCCC1OC1CCCCCCCCO (configuration not stated)
→ 111.2	96.1	104.4	101.8	110.9	120.7	95.2	112.4	108.2
CCn1c(SCC(=O)N2CCN(c3cc4c(cc3F)c(=O)c(C(=O)O)cn4C3CC3)CC2)nnc1-c1ccc(Cl)cc1
→ 100.0	107.6	97.8	104.6	104.9	107.6	98.6	88.0	105.7
CCOC(=O)c1cnn(CC(C)O)c1NC(=O)NCc1ccccc1F (configuration not stated)
→ 86.6	105.8	80.7	105.6	99.4	118.9	112.1	85.8	110.3
O=c1[nH]c2nc3ccccc3c(=O)[nH]n-2c1=O
→ 106.4	99.6	101.3	102.6	91.4	111.3	108.5	101.5	102.3
N#CC(C#N)=Cc1cc2ccccc2nc1Oc1ccc(Cl)cc1
→ 101.1	84.4	104.2	91.9	94.9	96.7	88.5	94.6	89.5
Cc1ccc(C)c(CCO)c1
→ 103.2	98.3	108.8	101.0	107.7	105.0	95.7	106.6	112.0

Screening results deposited in PubChem by NCI.
